Nrf2 inh – Nrf2 qHTS screen for inhibitors | A549 ARE-Fluc reporter, luciferase luminescence, 18-24 h | Potency, µM (series often up to 46 µM), inactives show top-dose activity change, negative = inhibition, hits mostly inhibitors | 360,000 compounds, 2.1% hits; note: potency is the fitted concentration of half-maximal effect; % is set by controls: 0 for no effect and ±100 for the full control effect; nearly all actives have a fitted effect of over 60% in size
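Reporter: ARE-Fluc in A549. Exposure: 18-24 h, 37 °C, 5% CO2, 5% FBS OPTI-MEM. Readouts: fluorescent cytotoxicity (CellTiter-Fluor), then luminescent Nrf2 signal after BugLite.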
Akt phos inh – HTS Assay for Inhibitors of Akt Phophorylation: Primary Screen; Neuro2A IGF-stimulated pAkt S473 HTRF, 20 min; stronger effect = lower value; activity change, % for hits at 50 µM; 360,000 compounds, 0.32% hits; in the data active = activity change below about -80%; inconclusive = mostly about -51% to -80%; note: % is set by controls: 0 for no effect and ±100 for the full control effect
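Neuro2A cells in DMEM with 0.5% FBS, overnight at 37 deg C, given compound at single 50 µM final, then IGF (6 nM final) for 20 min at 37 deg C. Lysed; phospho-Akt Ser473 by HTRF after 24 h, 665/615 ratio.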
MmCpn inh – Inhibitors of TCP-1 ring complex (TRiC) of Methanococcus maripaludis (MmCpn): qHTS; 330,000 compounds, 0.031% hits; purified Mm-Cpn ATPase, ADP Transcreener TR-FRET; Potency, µM (top dose mostly 76.9 µM), inactives show top-dose activity, negative = inhibition, actives largely listed as inhibitors; Chaperonin Mm-Cpn (Methanococcus maripaludis); note: potency is the fitted concentration of half-maximal effect; % is set by controls: 0 for no effect and ±100 for the full control effect; nearly all actives have a fitted effect of over 80% in size
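Measured: ADP formation by purified Mm-CPN. Conditions: 25 nM protein, 10 uM ATP, Tris pH 7.4 with Mg2+, K+ and DTT, 37°C for 30 min. Detection: Transcreener HTRF after 30 min at room temperature.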
TGFb SMAD3 inh – qHTS for Inhibitors of TGF-b | HepG2 CAGA-GFP TGF-b/SMAD3 reporter, GFP fluorescence, 18 h; TGF-beta stimulated, 500 pg/mL final | Potency, µM (highest dose often 46.1 µM), for the others: top-dose activity, negative = inhibition, hits mostly inhibitors | 410,000 compounds, 1.2% hits; note: potency is the fitted concentration of half-maximal effect; % is set by controls: 0 for no effect and ±100 for the full control effect; nearly all actives have a fitted effect of over 65% in size
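TGF-beta reporter screen: HEPG2 CAGA-GFP, 1% FBS, 500 pg/mL TGF-beta final, 18 h; per-cell GFP summed per well; curves fitted and categorized by class.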
EPAC2 antag – qHTS for Antagonist of cAMP-regulated guanine nucleotide exchange factor 2 (EPAC2): primary screen; Rap guanine nucleotide exchange factor 4 (Homo sapiens), Q8WZA2; EPAC2 GEF exchange of Rap1B-BODIPY-GDP, fluorescence; Potency, µM (highest dose often 114 µM), without a hit: top-dose activity, negative = inhibition, actives largely listed as inhibitors; 360,000 compounds, 0.18% hits; note: potency is the fitted concentration of half-maximal effect; % is set by controls: 0 for no effect and ±100 for the full control effect; nearly all actives have a fitted effect of over 45% in size; many of its hits are not listed in these tables
Target sequence (Q8WZA2 whole entry, looked up): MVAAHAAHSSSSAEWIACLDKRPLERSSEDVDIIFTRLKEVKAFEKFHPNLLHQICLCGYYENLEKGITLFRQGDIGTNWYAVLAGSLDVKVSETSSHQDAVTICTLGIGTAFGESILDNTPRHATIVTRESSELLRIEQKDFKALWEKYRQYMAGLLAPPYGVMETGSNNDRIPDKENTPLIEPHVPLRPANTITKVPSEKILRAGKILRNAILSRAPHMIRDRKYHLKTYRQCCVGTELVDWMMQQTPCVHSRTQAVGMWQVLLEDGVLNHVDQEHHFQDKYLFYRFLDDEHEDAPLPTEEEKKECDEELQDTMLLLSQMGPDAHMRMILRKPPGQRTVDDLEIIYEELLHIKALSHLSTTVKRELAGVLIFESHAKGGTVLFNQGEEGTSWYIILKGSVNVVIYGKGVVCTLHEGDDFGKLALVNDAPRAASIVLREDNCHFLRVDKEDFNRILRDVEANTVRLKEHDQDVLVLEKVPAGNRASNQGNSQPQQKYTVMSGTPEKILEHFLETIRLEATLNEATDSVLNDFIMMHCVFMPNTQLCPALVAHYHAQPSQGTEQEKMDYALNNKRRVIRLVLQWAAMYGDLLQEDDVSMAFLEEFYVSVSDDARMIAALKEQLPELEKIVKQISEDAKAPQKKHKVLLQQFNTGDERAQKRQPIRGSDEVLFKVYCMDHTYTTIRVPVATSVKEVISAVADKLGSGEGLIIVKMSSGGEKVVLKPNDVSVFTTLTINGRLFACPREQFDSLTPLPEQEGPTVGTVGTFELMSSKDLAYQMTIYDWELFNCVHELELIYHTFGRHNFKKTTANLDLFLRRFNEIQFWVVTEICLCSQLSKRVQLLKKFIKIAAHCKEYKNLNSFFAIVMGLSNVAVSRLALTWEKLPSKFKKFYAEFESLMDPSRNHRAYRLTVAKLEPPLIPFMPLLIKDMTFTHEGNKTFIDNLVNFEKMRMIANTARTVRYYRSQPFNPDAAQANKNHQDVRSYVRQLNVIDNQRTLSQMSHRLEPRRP
A549 viability – Nrf2 qHTS screen for inhibitors: counterscreen for cytotoxicity; Potency, µM (series often up to 46 µM), for the others: at the top dose activity change, negative = cytotoxicity, usual class: inhibitors; A549 ARE-Fluc cells, CellTiter-Fluor viability, 18-24 h; 390,000 compounds, 0.16% hits; AID 504648, 2011; note: potency is the fitted concentration of half-maximal effect; % is set by controls: 0 for no effect and ±100 for the full control effect
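A549 ARE-Fluc cells in 5% FBS OPTI-MEM, 5000 cells/well, rested 2 h then exposed to compounds in concentration-response for 18-24 h at 37 °C. Viability by CellTiter-Fluor fluorescence (Ex 405/Em 525) after 30 min; luciferase luminescence (BugLite, 15 min, RT) read afterwards.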
Nrf2 ARE act – qHTS of Nrf2 Activators; AREc32 ARE-luciferase reporter (MCF7-derived line), luminescence, 24 h; Potency, µM (top dose mostly 46.1 µM), for inactives: top-dose activation, most hits filed as activators; 410,000 compounds, 0.31% hits; note: potency is the fitted concentration of half-maximal effect; % of control where 0% means no effect; nearly all actives have a fitted effect of over 65% in size
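Reporter line AREc32 (ARE-Fluc), seeded overnight in OPTI-MEM with 5% FBS; compound pin-transferred, 24 hr at 37 deg C, 5% CO2; luminescent read-out.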
CCT modulator – High-Throughput Screening for Modulators of Cytosolic Chaperonin Activity. purified chaperonin ATPase assay, HTRF ADP detection, 30 min. activity change, % (test concentration not listed), hits read low. 360,000 compounds, 0.3% hits. AID 651819, 2012; in the data active = activity change below about -30%; note: % is set by controls: 0 for no effect and ±100 for the full control effect
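Nucleotide hydrolysis assay: TRiC at 20–40 nM final (set by batch activity) with 10 uM ATP, 30 min at 37 °C, in presence of 76 uM compound. Detection by competitive ADP HTRF, 30 min ambient.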
EPAC2 agonist – qHTS for Agonist of cAMP-regulated guanine nucleotide exchange factor 4 (EPAC2): primary screen | EPAC2 activation, biochemical qHTS; response scale: 100% = 6.5 mM cAMP response | Rap guanine nucleotide exchange factor 4 (Homo sapiens), Q8WZA2 | Potency, µM (titrated, usually from 154 µM), for the others: top-dose activation, actives largely listed as activators | AID 720711, 2013 | 360,000 compounds, 0.079% hits; note: potency is the fitted concentration of half-maximal effect; nearly all actives have a fitted effect of over 50% in size
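In this primary screen, activation is scored as increased exchange of BODIPY-GDP from Rap1B by 100 nM EPAC2, with 50 uM GDP as competitor. Signal is normalized to the 6.5 mM cAMP agonist control.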
Numbers without * were called inactive; i = inactive; u = inconclusive; x = no result given; & = joins results of further samples; [ ] = another dose, or the depositor's remark. Unless noted, calls come from the whole dose curve; as a rule, active = well fitted curve in the direction sought with a large enough effect; inconclusive = small, poorly fitted or top-dose-only effect, or another doubt; inactive = no such curve, though single readings can be large; an effect the other way counts as inactive or inconclusive. An excerpt; rates above refer to the full screens.

SMILES | Nrf2 inh | Akt phos inh | MmCpn inh | TGFb SMAD3 inh | EPAC2 antag | A549 viability | Nrf2 ARE act | CCT modulator | EPAC2 agonist
CC(C)(C)OC(=O)N1CCC(CC2CC(c3ccccc3)=NO2)(C(=O)NCc2ccccc2)CC1 (stereo not drawn) | -17% | i | 0% | u | -7% | -19% | -1.0% | -8.6 | 9%
CC(C)[C@H](NC(=O)OCc1ccccc1)C(=O)OCC(=O)NCc1ccco1 | -2% | i | x | 15% | 15% | 3% | 0.4% | -0.4 | -11%
COc1ccc(NC(=O)C[C@H]2C(=O)N(CCc3ccccc3)C[C@@H]2c2ccc(OC)cc2)cc1 | x | i | x | 6% | -11% | x | 4.5% | 0.7 | 18%
N#CC(C#N)=C/C=C(\Nc1ccc(Cl)cc1)c1ccc(Cl)cc1 | -6% | i | -2% | 7% | 1% | -4% | 5.2% | -1.3 | 6%
Cc1ccc(CSCCNC(=O)CCSc2ccccc2)cc1 | -6% | i | -1% | 2% | -3% | -1% | 0.1% | -1.5 | 14%
O=C(Nc1cccc(-c2cn3ccccc3n2)c1)c1cccs1 | 5% | i | 2% | -6% | 17% | 4% | -0.1% | 0.9 | 7%
O=S(=O)(/N=C(/NNS(=O)(=O)c1ccccc1)c1ccccc1)c1ccccc1 | u | i | 1% | -1% | -5% | 0% | 0.2% | -2.5 | 4%
Cc1cc(OCC(O)CN2CCN(C)CC2)ccc1C(C)C (stereo not drawn) | -1%&10% | i | 0% | -1%&-8% | 10%&3% | -5%&2% | 3.9%&-0.8% | -0.9&1.3 | 4%&-8%
O=C(NCc1nnc(SCC(=O)N2CCC(Cc3ccccc3)CC2)o1)c1ccccc1F | -23% | i | -1% | -12% | -4% | 14% | -0.3% | -4.6 | 17%
O=C(O)CN1C(=O)C(=O)N(Cc2ccc(C(F)(F)F)cc2)C1=O | 11% | i | 0% | 14% | 5% | 0% | 0.3% | -0.4 | -9%
Cc1ccc(Cl)cc1NC(=S)N(Cc1ccccc1)Cc1cccnc1 | 1% | i | -3% | 13% | -16% | 11% | 0.7% | -1.0 | 7%
CC1(C)Cc2cccc(C(=O)Nc3ccc(Cl)cc3)c2O1 | 1% | i | -3% | -10% | -17% | u | -0.2% | -0.2 | 13%
CN(C(=O)c1sc2nc(N3CCCC3)c3c(c2c1N)CC(C)(C)OC3)c1ccccc1 | 9% | x | -6% | 1% | -6% | -4% | 4.4% | -2.5 | 8%
Cc1oc2ccc(O)c(CN3CCCC3)c2c1C(=O)Nc1ccccc1 | 15% | x | x | 1% | x | 14% | 3.6% | x | x
O=C(CSc1nc2nccnc2c(=O)n1Cc1cccs1)Nc1ccccc1F | 13% | i | -1% | 7% | 0% | -5% | 2.6% | -1.7 | 12%
CS(=O)(=O)N(CC(=O)Nc1ccccc1Sc1ccccc1)c1cccc(Br)c1 | -24% | i | -1% | -17% | -4% | -14% | 3.4% | 1.0 | 15%
O=C(Cn1nc(Cl)nc1Cl)c1ccc2c(c1)OCCO2 | 15% | i | 0% | -15% | -7% | 1% | 4.0% | -1.8 | 12%
Cn1c(N2CCOCC2)nc(-c2ccccc2)c1-c1ccccc1 | u | i | -4% | -17% | 1% | 15% | -0.4% | -2.9 | 14%
Cc1cccc(N2CCN(C(=O)CCc3c(C)nc4ncnn4c3C)CC2)c1C | u | x | x | u | x | -7% | 0.4% | x | x
C/C(=N/NC(=O)CNC(=O)c1ccco1)c1ccco1 | -6% | i | -2% | 13% | 1% | 1% | 19% | 0.8 | 5%
Cc1ccc(C(C)C)cc1-n1nnc(-c2cccc(Cc3ccc4ccccc4c3)c2)c1C(C)O (stereo not drawn) | x | i | x | 8% | -6% | x | -1.3% | 2.5 | -7%
Cc1ccc(OCCN(C)C)c([N+](=O)[O-])c1 | 1% | i | 2% | -14% | -10% | 12% | -0.1% | -0.1 | 7%
Cc1cc(NC(=O)CSc2nnc(-c3ccco3)n2CC2CCCO2)no1 (stereo not drawn) | 23% | i | -1% | -28% | 15% | 16% | -0.1% | 1.8 | 5%
O=C(CC1C(=O)NCCN1Cc1ccc(-c2ccccc2)cc1)NCc1ccncc1 (stereo not drawn) | -12% | i | -2% | 12% | 2% | -7% | 3.0% | -0.3 | 1%
CCOC(=O)N1CCN(C(=O)CSCC(=O)Nc2nc(-c3ccc(-c4ccccc4)cc3)cs2)CC1 | u | i | -3% | -25% | 10% | -15% | 0.7% | -0.4 | -6%
Cc1ccccc1CNS(=O)(=O)c1ccc2c(c1)OCCO2 | u | i | 0% | 2% | -1% | -3% | 0.5% | -17 | 12%
S=C(NCc1ccncc1)Nc1ccc(Br)cc1 | u | i | -1% | u | 5% | 6% | 0.4% | 1.7 | 9%
Cc1ccc(NC(=O)Cc2noc3ccccc23)cc1 | u | i | 1% | 0% | 12% | -6% | 0.6% | 1.1 | -4%
CC(C)c1ccc(NC(=O)CN2C(=O)NC(Cc3c[nH]c4ccccc34)C2=O)cc1 (stereo not drawn) | -16% | i | -5% | u | -6% | u | 0.0% | -0.8 | -3%
COC(=O)c1sccc1NC(=O)CSc1cccc(Cl)c1Cl | u | i | -1% | -2% | -6% | 14% | 8.1% | 3.1 | 2%
CC(C)[C@H](NC(N)=O)C(=O)Nc1cccc(S(=O)(=O)NC2=NCCCCC2)c1 | 12% | i | -1% | 8% | 8% | -5% | 0.0% | 0.4 | 1%
CC(=O)Oc1ccc(C(=O)Nc2cccc(C(=O)c3cccc(NC(=O)c4ccc(OC(C)=O)cc4)c3)c2)cc1 | -26% | i | -3% | u | -10% | -7% | 0.4% | 0.2 | 0%
CCc1ccccc1NC(=O)c1sc2nc(C)cc(C)c2c1N | -4% | i | 1% | 2% | -1% | 2% | 2.1% | -2.7 | 6%
CCC1=NN(C(=O)c2ccc(C)cc2)C(O)(c2ccc(Br)cc2)C1 (stereo not drawn) | 1% | i | -9% | -12% | -1% | -9% | 6.2% | 3.4 | 4%
CCOc1ccc(/C=C/C(O)=C2/C(=O)N(C)C3(C)CC2c2ccccc2O3)cc1OC (stereo not drawn) | u | i | 0% | -19% | 0% | -23% | -0.4% | 1.6 | 2%
COCCCNc1nc2c(S(=O)(=O)c3ccccc3)nnn2c2ccc(Cl)cc12 | 7% | x | x | -6% | x | -5% | -0.5% | x | x
COc1ccc(N2CCN(Cc3nnc(-c4ccc5c(c4)OCO5)o3)CC2)cc1 | 9% | x | x | 88%[activator] | x | 2% | 0.5% | x | x
Cc1oc(-c2cccs2)nc1CNC[C@H]1O[C@@H](n2cnc3c(N)ncnc32)[C@H](O)[C@@H]1O | 10% | i | -3% | -2% | 0% | -2% | 0.6% | -2.3 | 4%
O=C(NC(=S)NC1CCSC1=O)c1ccccc1Cl (stereo not drawn) | 13% | i | -1% | 3% | 0% | 0% | -0.2% | -2.7 | -1%
COc1ccccc1CNC(=O)C(=O)NCC1OCCN1S(=O)(=O)c1cccs1 (stereo not drawn) | 3% | i | -3% | u | -3% | 1% | -0.7% | -0.6 | 0%
CC1CCCN(CCCNC(=O)c2cc3c(s2)-c2ccccc2OC3)C1 (stereo not drawn) | 14% | i | -8% | u | -11% | -14% | 10% | -0.3 | -8%
CCN(CC)C(=O)CSc1nnc(-c2ccccc2)n1-c1ccccc1 | 11% | i | -4% | 0% | 4% | -8% | -0.6% | 1.3 | 1%
CC(C)CC(=O)NC(=S)Nc1ccc(S(=O)(=O)N2CCN(C)CC2)cc1 | -13% | i | 1% | -13% | -3% | 1% | 2.1% | -7.6 | 9%
CCOc1ccc(NS(=O)(=O)c2cc(NC(=O)CCC(=O)c3cccs3)ccc2Cl)cc1 | 3% | i | -3% | u | -3% | -14% | 0.3% | 0.0 | 4%
CC1=Nc2cc(C(=O)NCc3ccccc3Cl)ccc2Sc2c(C)ccc(C)c21 | 2% | x | x | u | x | -13% | 0.0% | x | x
CC1CCN(S(=O)(=O)c2ccc3c(c2)CCN3C(=O)CCC(=O)O)CC1 | 6% | i | -2% | 5% | 11% | 2%[1.84 µM] | -0.3% | -0.5 | -6%
N#CCC(=O)NNC(=S)Nc1ccccc1C(F)(F)F | u | i | -2% | 7% | 1% | u | -0.6% | -1.0 | 5%
O=C(NCc1ccc(F)cc1)c1ccc(CS(=O)(=O)c2ccc(Br)cc2)o1 | u | i | 2% | u | -8% | 14% | 2.0% | -0.9 | 4%
CCOc1ccc2nc(/N=C/c3nc(-c4ccccc4)oc3O)sc2c1 | -6% | i | -1% | -4% | 6% | -1% | 2.8% | -1.7 | 5%

Compounds shown so far that have a cyano group, in the order listed:
SMILES | Nrf2 inh | Akt phos inh | MmCpn inh | TGFb SMAD3 inh | EPAC2 antag | A549 viability | Nrf2 ARE act | CCT modulator | EPAC2 agonist
N#CC(C#N)=C/C=C(\Nc1ccc(Cl)cc1)c1ccc(Cl)cc1 | -6% | i | -2% | 7% | 1% | -4% | 5.2% | -1.3 | 6%
N#CCC(=O)NNC(=S)Nc1ccccc1C(F)(F)F | u | i | -2% | 7% | 1% | u | -0.6% | -1.0 | 5%
